# Bioassay records as filed in PubChem BioAssay.
# ER stress surv: ER stress cell death inhibition; CSM14.1 thapsigargin ER stress survival, ATP luminescence; relative survival (cellular ATP), % at 15 µg/mL (by protocol); 0.33% of 48,000 active;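 active = survival measured by cellular ATP above 50% at 15 µg/ml in the first screen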;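 note: cell death triggered by about 15 µM thapsigargin; ATP read 24 h after thapsigargin was added; plate controls were thapsigargin with DMSO for no effect and DMSO without thapsigargin for full effect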
# The depositor's hits bear a star.
Compound	ER stress surv
CCCN(CCC)c1ccc(/C=N\NC(=O)C2COc3cc4ccccc4cc3O2)cc1 (stereo not drawn)	9
O=C(NN1C(=O)/C(=C/c2cc3c(cc2[N+](=O)[O-])OCO3)SC1=S)c1ccccc1Cl	-1
O=C(/C=C/c1ccccc1)Nc1cccc(F)c1	-7
CCOC(=O)c1c(N)sc(C(=O)N2CCCC2)c1C	5
COc1ccc2c(c1)C1=C(CC2)C(c2ccc(N(C)C)cc2)NC(=S)N1 (stereo not drawn)	-3
O=C(Nc1cccc([N+](=O)[O-])c1)C1CC1(c1ccccc1)c1ccccc1 (stereo not drawn)	9
COc1cc(NC(=O)Cc2ccc(OC)c(OC)c2)cc(OC)c1	8
COC(=O)c1ccc(NC(=O)C2C3C=CC(C4CC34)C2C(=O)O)cc1 (stereo not drawn)	8
O=C(NN1C(=O)CSC1=S)c1ccncc1	2
Cn1c(-c2nc3ccccc3n2C)nc2ccccc21	3
CC(C(=O)O)n1nnc(-c2ccccc2)n1 (stereo not drawn)	-1
Nc1c(C(=O)O)nnn1Cc1ccccc1	1
Cc1ccccc1NC(=O)C(=O)NCc1ccccn1	-2
CCOc1ccc(C(=O)N2CCN(c3ccc([N+](=O)[O-])cc3)CC2)cc1Cl	0
O=C(NNc1ccc([N+](=O)[O-])cc1[N+](=O)[O-])c1ccc(O)cc1	2
O=C(N/N=C/c1cccc(Br)c1)c1cnccn1	9
O=c1oc2ccc([N+](=O)[O-])cc2cc1-c1nc(-c2ccc(Br)cc2)cs1	6
CCCOC(=O)C1=C(C)NC2=C(C(=O)CC(c3ccc(OC)cc3)C2)C1c1ccc([N+](=O)[O-])cc1 (stereo not drawn)	14
CC(=O)Nc1ccc(C(=O)N2CCN(c3ccccc3)CC2)cc1	-6
COc1ccccc1CN1CCN(C(=O)c2cccs2)CC1	-1
CCOC(=O)c1sc(NC(=O)c2ccc(Br)o2)c(C(N)=O)c1C	-3
Cc1cccc(C=Nc2ccccc2O)c1O	-21
Cn1c2c(c(=O)[nH]c1=O)C(c1ccccc1)C1=C(N2)c2ccccc2C1=O (stereo not drawn)	-5
CC1=C(C(=O)OC2CCCC2)C(c2cccc(F)c2)C2=C(CC(C)(C)CC2=O)N1 (stereo not drawn)	4

# An excerpt of these results, field by field:
> O=c1oc2ccc([N+](=O)[O-])cc2cc1-c1nc(-c2ccc(Br)cc2)cs1
  ER stress surv = 6

> CCCOC(=O)C1=C(C)NC2=C(C(=O)CC(c3ccc(OC)cc3)C2)C1c1ccc([N+](=O)[O-])cc1 (stereo not drawn)
  ER stress surv = 14

> CC(=O)Nc1ccc(C(=O)N2CCN(c3ccccc3)CC2)cc1
  ER stress surv = -6

> COc1ccccc1CN1CCN(C(=O)c2cccs2)CC1
  ER stress surv = -1

# Following part:
Compound	ER stress surv
O=[N+]([O-])c1ccc(NCCNC(=S)Nc2ccc(Cl)cc2)nc1	-3
CC(=O)NS(=O)(=O)c1ccc(NC(=O)Nc2ccc(Cl)cc2)cc1	4
Cc1cc(C)cc(N2C(=O)C3C(c4ccccc4Cl)OC4(C(=O)c5ccccc5C4=O)C3C2=O)c1 (stereo not drawn)	1
CCOc1ccccc1NC(=O)c1c(NC(=O)c2ccccc2Br)sc2c1CCC(C)C2 (stereo not drawn)	-1
COc1ccc(C(=O)Nc2cc(C(F)(F)F)cc(C(F)(F)F)c2)cc1Cl	1
C(=C\c1ccccc1)/C=N/Nc1nnc2c(n1)[nH]c1ccccc12	9
NS(=O)(=O)c1ccc(NC(=O)Cc2cccc3ccccc23)cc1	6
COc1cc(CN2CCN(Cc3ccc(C)cc3C)CC2)cc(OC)c1OC	-2
COc1ccccc1NCC(O)Cn1c2ccccc2c2ccccc21 (stereo not drawn)	-1
COc1ccc(/C=C/C(=O)NC(=S)Nc2ccc(C(C)=O)cc2)cc1OC	5
COc1cccc(C(=O)N2CCN(Cc3ccco3)CC2)c1	5
COC(=O)c1c(-c2ccc3ccccc3c2)csc1N	3

# Four compounds drawn at random from the list so far, as already listed:
Compound	ER stress surv
COC(=O)c1c(-c2ccc3ccccc3c2)csc1N	3
Cc1cc(C)cc(N2C(=O)C3C(c4ccccc4Cl)OC4(C(=O)c5ccccc5C4=O)C3C2=O)c1 (stereo not drawn)	1
COc1ccccc1NCC(O)Cn1c2ccccc2c2ccccc21 (stereo not drawn)	-1
O=[N+]([O-])c1ccc(NCCNC(=S)Nc2ccc(Cl)cc2)nc1	-3

# (list continues)
Compound	ER stress surv
Cc1ccc(N2C(=O)NC(=O)/C(=C\c3ccc(Br)s3)C2=O)cc1	0
O=C(Cc1c(O)c2ccccc2[nH]c1=O)NCCc1ccccc1	7
Cc1ncc(-c2ccc(Br)cc2)cn1	1
Cc1onc(-c2ccccc2)c1C(=O)NCc1ccc(Cl)c(Cl)c1	-5
NS(=O)(=O)c1cccc(NC(=O)/C=C/c2cccc([N+](=O)[O-])c2)c1	0
Cc1ccc(NC(=O)CCC(=O)N(CC(N)=O)CC(N)=O)cc1	1
COC(=O)C1=C(C)NC(=O)CC1c1ccc(Cl)cc1Cl (stereo not drawn)	9
COc1cc(/C=C2\C(=O)NC(=O)N(c3cccc(Br)c3)C2=O)cc(Cl)c1O	-3
CC(=O)c1ccc(NC(=O)c2cccnc2)cc1	13
O=C1NC(=O)/C(=C\c2ccc(-c3cccc([N+](=O)[O-])c3)o2)S1	7
CN1CCN(NC(=O)COc2ccc(Cl)cc2)CC1	3
CCOC(=O)c1c(NC(=O)c2c(-c3ccccc3)noc2C)sc(C(=O)N(CC)CC)c1C	3
O=C1NN(c2ccc(Cl)c(Cl)c2)C(=O)/C1=C/c1ccc2c(c1)OCO2	8
COc1ccc(COCC(O)CN2CCN(Cc3ccccc3)CC2)cc1OC (stereo not drawn)	3
CCC1=NN(C(=O)c2cccc([N+](=O)[O-])c2)C(O)(c2ccncc2)C1 (stereo not drawn)	-1
Cc1ccc(/C=C2\C(=O)NC(=S)N(c3ccc(Br)cc3)C2=O)o1	-1
CCOC(=O)c1c(NC(=O)/C=C/c2ccc3c(c2)OCO3)sc(C(C)=O)c1C	12
CCOC(=O)c1c(C)nc2n(/N=C/c3ccc([N+](=O)[O-])cc3)c3ccccc3n12	-5
Cc1nnc(C)n1/N=C/c1ccc(O)c(O)c1	-3
CCOC(=O)c1sc(NC(=O)c2ccc(C(C)C)cc2)nc1C	4
O=C(c1ccc(Cl)cc1)N1CCN(c2cccc(Cl)c2)CC1	-4
CCC(C)OC(=O)C1=C(C)NC(=O)NC1c1ccccc1F (stereo not drawn)	7
COC(=O)C1=C(N)OC2=C(C(=O)CC(C)(C)C2)C1c1cccc(C)c1 (stereo not drawn)	1
O=[N+]([O-])c1ccc(-c2csc3[n+]2CCS3)cc1	5
COc1ccc(/C=N\OCC(=O)Nc2oc(-c3ccccc3)c(-c3ccccc3)c2C#N)cc1	7
COc1ccc(OC)c(N2C(=O)CCC2=O)c1	6
O=C(Cc1nnc(NC(=O)Nc2cccc(Cl)c2)s1)Nc1ccccc1	8
CN(/N=C\c1ccco1)c1nc(-c2ccccc2)cc(-c2ccccc2)n1	7
Cc1cc(Cl)ccc1OCCCC(=O)Nc1cccc(Br)c1	0
CCOC(=O)/C(C#N)=C\c1cn(CCC#N)nc1-c1ccc(C)o1	0
CCOC(=O)N/N=C(\C)c1ccccn1	5
COc1ccc(C(=O)O/N=C2/CCCc3c2ccc(OC)c3C)cc1[N+](=O)[O-]	6
N/C(Cc1ccc([N+](=O)[O-])cc1)=N\OC(=O)COc1cccc2ccccc12	5
Cc1c(Cl)cccc1N=C1NC(=O)/C(=C/c2ccc3c(c2)OCO3)S1	-2
COc1ccc(/C=C2/C(=O)N(c3cccc(C(F)(F)F)c3)N=C2C)cc1OC	1
CCn1c2c(c3cc(C(C)(C)C)ccc31)CCCC2=O	2
CC(=O)c1ccc(-n2c(C)ccc2C)cc1	5
CCOC(=O)C1=C(O)/C(=C\c2ccc([N+](=O)[O-])cc2)N=C1C	2
COC1=C(c2ccccc2)C(=O)c2ccccc2C1=O	3
O=C(NCCO)C(=O)Nc1ccc(Oc2ccccc2)cc1	-4
COc1cc(C=NN2C(=O)C3C4C=CC(C5CC45)C3C2=O)cc(Br)c1O (stereo not drawn)	4
CCOc1ccc(N(CC(=O)NCC(C)C)S(C)(=O)=O)cc1	8
O=C(NN1C(=O)/C(=C/c2cccc(F)c2)SC1=S)c1ccncc1	-4
Cc1nn(C(=O)c2cccnc2)c(C)c1Sc1ccc([N+](=O)[O-])cc1	-11
CC1=C(C)CC(C(=O)Nc2ccc(Br)cc2)C(C(=O)O)C1 (stereo not drawn)	1
Brc1cccc(-c2nnc(-c3ccc4c(c3)OCO4)o2)c1	10
COc1ccc(C(=O)Nc2nc(-c3ccccc3)c(C)s2)cc1OC	1
O=C(COc1ccccc1)Nc1ccc(NC(=O)COc2ccccc2)cc1	-4
COc1ccc(N(CC(=O)NC(C)(C)C)S(=O)(=O)c2ccc(C)cc2)c(OC)c1	16
CC(=O)N/N=C/c1cc(C)n(-c2cccc(Cl)c2)c1C	-5
COC(OC)C12c3ccccc3C(c3ccccc31)C1C(=O)N(c3cccc(Cl)c3)C(=O)C12 (stereo not drawn)	4
COc1ccc(NC(=O)C2CC(=O)N(c3ccccc3)C2)cc1 (stereo not drawn)	7
O=C(NCc1ccco1)/C(=C/c1ccc(F)cc1)NC(=O)c1ccccc1Cl	10
Cc1ccc(C2/C(=C(\O)c3ccc([N+](=O)[O-])cc3)C(=O)C(=O)N2CCCCCC(=O)O)cc1 (stereo not drawn)	-4
Cc1ccc(COc2ccc3c4c(c(=O)oc3c2)CCCC4)cc1	-2
COc1ccc(C(=O)Nc2cc(Cl)ccc2Cl)cc1NC(=O)C(C)Oc1ccccc1 (stereo not drawn)	11
COC(=O)c1cc(Cl)c(C(=O)OC)c2c(C(=O)OC)cc(Cl)c(C(=O)OC)c12	1
COC(=O)c1c(-c2ccc(F)cc2)csc1NC(=O)c1ccc(OC(C)C)cc1	14
Cc1ccc(OC(=O)CCN2C(=O)c3ccccc3C2=O)cc1C	2
Cn1c(=O)c2c(nc(NCCO)n2C)n(C)c1=O	8

# Next results follow:
Compound	ER stress surv
O=C(CN(Cc1ccccc1)S(=O)(=O)c1ccccc1)NC1CCCCC1	6
O=C(CN(c1cccc([N+](=O)[O-])c1)S(=O)(=O)c1ccccc1)NCCSc1ccc(Cl)cc1	4
Cc1ccc(C2(c3ccc(C)cc3)CC2C(=O)Nc2ccccc2)cc1 (stereo not drawn)	6
O=[N+]([O-])c1ccccc1CN1CCN(Cc2cc(Br)ccc2O)CC1	4
C=CCN(CC=C)S(=O)(=O)c1ccc(NC(C)=O)cc1	2
COc1ccc(Cl)cc1C(=O)Nc1ccc(NC(=O)c2ccc(C(C)(C)C)cc2)cc1	0
Cc1nnc(C)n1/N=C/c1ccccc1Cl	2
CCOC(=O)c1[nH]cnc1C(=O)Nc1ccccc1	12
CCN1C(=O)/C(=C\c2ccc(OCCOc3cccc(OC)c3)c(OC)c2)SC1=S	7
COc1ccc(/C=C2\SC(=S)N(c3cccc(C)c3C)C2=O)cc1	-2
Cc1cc(C=C2C(=O)NC(=S)NC2=O)c(C)n1-c1cccc(Cl)c1	0
O=S(=O)(NCc1ccc2c(c1)OCO2)c1ccc(Cl)cc1Cl	-2
Cc1ccc(NC(=O)c2cccs2)cc1	1
CCOC(=O)C1=C(C)NC2=C(C(=O)CCC2)C1c1cc2c(cc1Cl)OCO2 (stereo not drawn)	4
COc1cc(OC)c(/C=C2\C(=O)NC(=O)N(c3ccc(Cl)cc3)C2=O)cc1Br	6
COc1ccc(-n2nc3cc(C)c(NC(=O)c4cccc(OC)c4)cc3n2)cc1	8
O=C(CN(c1cccc(Br)c1)S(=O)(=O)c1ccccc1)N1CCCC1	9
Cc1no[n+]([O-])c1COc1ccccc1/C=N/n1nnnc1N	2
COC(=O)c1sc(NC(=O)CC(C)C)c(C(=O)OC)c1C	4
C=CCc1c(C)nc2cc(-c3ccc(I)cc3)[nH]n2c1=O	-2
O=C(COc1ccccc1[N+](=O)[O-])Nc1ccc(Cl)c(-c2nc3cc(Cl)ccc3o2)c1	2
O=C(NNC(=O)c1cccc(Cl)c1)c1cccc(F)c1	7
Cc1ccc(C(=O)CCNc2ccc(C)c(C)c2)o1	33
Cc1cc(C)nc(Sc2ccc3nnc(C(F)(F)F)n3n2)n1	2
Oc1cccc(/C=N/c2c(-c3ccco3)nc3ccccn23)c1	2
COC(=O)c1coc(-c2ccc(OC)cc2)c1C(=O)OC	0
Cc1ccc(C2C(C(=O)c3cccs3)=C(O)C(=O)N2c2nncs2)cc1 (stereo not drawn)	1
CCOc1cc(OCC)cc(C(=O)Nc2cccc(Cl)c2Cl)c1	-2
O=C(Nc1cc(Cl)cc(Cl)c1)c1ccc(I)cc1	1
CN1C(=O)/C(=C\c2ccc(OCc3ccccc3Cl)cc2)SC1=S	-1
CN(C)c1ccc(/C=N/N=C2/SC(CC(=O)O)C(=O)N2c2ccc(O)cc2)cc1 (stereo not drawn)	-5

# Sorted by molar mass (descending): part of the list above.
Compound	ER stress surv
CN(C)c1ccc(/C=N/N=C2/SC(CC(=O)O)C(=O)N2c2ccc(O)cc2)cc1 (stereo not drawn)	-5
O=C(Nc1cc(Cl)cc(Cl)c1)c1ccc(I)cc1	1
Cc1ccc(C2C(C(=O)c3cccs3)=C(O)C(=O)N2c2nncs2)cc1 (stereo not drawn)	1
Cc1cc(C)nc(Sc2ccc3nnc(C(F)(F)F)n3n2)n1	2
Oc1cccc(/C=N/c2c(-c3ccco3)nc3ccccn23)c1	2

# The list is partial; count on the stated rates, not on these rows.
